TDP1 cell CPT = DT40-hTDP1 cell growth loss with CPT; chicken DT40 Tdp1-/-;hTDP1 cells + 20 nM CPT, ATP luminescence, 48 h; Potency, µM (titrated, usually from 46.2 µM), without a hit: at the top dose activity change, negative = growth inhibition, usual class: inhibitors; 420,000 compounds, 12% hits; also: nearly all actives have a fitted effect of over 55% in size
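Chicken DT40 Tdp1-/- cells stably complemented with human TDP1 were seeded at 400 cells/well in medium containing 20 nM camptothecin, exposed to pin-transferred compounds, and grown at 37 °C for at least 48 hr. Viability was read as ATP luminescence.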
FEN1 inhibitor = blocks human flap endonuclease 1. Potency, µM (titrated, usually from 114 µM), without a hit: top-dose activity change, negative = inhibition, most hits filed as inhibitors. P39748. Recombinant FEN1 flap cleavage, fluorescence, 15 min. 390,000 compounds, 0.35% hits; also: nearly all actives have a fitted effect of over 65% in size
Target sequence (P39748 whole entry, looked up): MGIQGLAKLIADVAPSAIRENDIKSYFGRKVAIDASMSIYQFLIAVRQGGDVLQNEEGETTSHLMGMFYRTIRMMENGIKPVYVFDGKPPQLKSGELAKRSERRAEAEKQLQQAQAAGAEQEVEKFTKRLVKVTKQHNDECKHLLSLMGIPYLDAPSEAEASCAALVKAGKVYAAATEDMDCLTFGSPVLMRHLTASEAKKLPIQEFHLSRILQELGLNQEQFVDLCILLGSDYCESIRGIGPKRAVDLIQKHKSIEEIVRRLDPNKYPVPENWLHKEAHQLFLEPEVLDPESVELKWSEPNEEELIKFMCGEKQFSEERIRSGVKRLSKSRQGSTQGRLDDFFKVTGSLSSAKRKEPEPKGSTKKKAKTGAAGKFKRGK
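FEN1 at 10 nM preincubated with compounds 15 min at room temperature, then flap DNA substrate added at 50 nM final. Signal read at 0 and 15 min; concentration-response fitted with four-parameter Hill equation.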
KAT2A inh = blocks human GCN5L2 histone acetyltransferase | Potency, µM (doses to about 58.9 µM), for inactives: at the top dose activity change, negative = inhibition, usual class: inhibitors | 390,000 compounds, 0.21% hits | Q92830 | GCN5L2 HAT assay, ThioGlo1 CoA-SH fluorescence
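ThioGlo1-coupled HAT assay: 20nM GCN5L2, 70uM acetyl-CoA, 75uM H3(1-25) peptide, pH 7.5. Fluorescence read at 340/540nm at start and after 20 min at room temperature.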
* = called active by the depositor; u = inconclusive; x = not tested or not shown; & = joins results of further samples. Calls follow the shape of the dose curve; as a rule, active = well fitted curve in the direction sought with a large enough effect; inconclusive = small, poorly fitted or top-dose-only effect, or another doubt; inactive = no such curve, though single readings can be large; an effect the other way counts as inactive or inconclusive. % is scaled to controls: 0 for no effect and ±100 for the full control effect; potency is read from the fitted curve at half-maximal effect. This is a subset, so the mix of outcomes need not match the whole.

SMILES	TDP1 cell CPT	FEN1 inhibitor	KAT2A inh
CCCCn1c(CCc2ccccc2)nc2cc3[nH]c(=O)c(C(C)C)nc3cc21	u	u	-1%
O=C(NCCc1ccccc1)c1ccc2c(c1)N(Cc1ccc(F)cc1)C(=O)c1ccccc1S2(=O)=O	u	-18%	-10%
COC(=O)Cn1c2[n+](c3ccccc31)CC(O)CS2 (configuration not stated)	-1%	-3%	1%
Cc1c(C)c2c(OCC(=O)NCc3cccnc3)cc3c(c2oc1=O)CCC(C)(C)O3	-5%	1%	2%
Cc1ccc(CN2C(=O)c3ccccc3Sc3ccc(C(=O)OCc4ccco4)cc32)cc1	x	1%	-5%
CCOc1ccccc1NC(=S)NCCc1ccccc1	u	10%	3%
CCOC(=O)N1CCN(C(=O)c2ccc(OCC)cc2)CC1	-13%	0%	-4%
Cc1[nH]c2ccccc2c1/C=N/NC(=O)c1ccc(N)cc1	4%	-32%	-22%
Cc1ccccc1C(=O)N1CCC(C(=O)NN2C(=O)NC3(CCC(C)CC3)C2=O)CC1 (configuration not stated)	-14%	-7%	-7%
CCCCOCCCNS(=O)(=O)c1ccccc1	-10%	-2%	-5%

Reformatted with each value named: entries from further up.
> COC(=O)Cn1c2[n+](c3ccccc31)CC(O)CS2 (configuration not stated)
  TDP1 cell CPT: -1%
  FEN1 inhibitor: -3%
  KAT2A inh: 1%

> Cc1c(C)c2c(OCC(=O)NCc3cccnc3)cc3c(c2oc1=O)CCC(C)(C)O3
  TDP1 cell CPT: -5%
  FEN1 inhibitor: 1%
  KAT2A inh: 2%

> Cc1ccc(CN2C(=O)c3ccccc3Sc3ccc(C(=O)OCc4ccco4)cc32)cc1
  TDP1 cell CPT: x
  FEN1 inhibitor: 1%
  KAT2A inh: -5%

> CCOc1ccccc1NC(=S)NCCc1ccccc1
  TDP1 cell CPT: u
  FEN1 inhibitor: 10%
  KAT2A inh: 3%

Other compounds follow:
SMILES	TDP1 cell CPT	FEN1 inhibitor	KAT2A inh
CCc1ccc(/C=C2\Oc3ccc(C(=O)OC)cc3C2=O)cc1	-13%	-6%	-1%
Cc1ccc(S(=O)(=O)N(C)c2ccc(OCc3cccc(C)c3)cc2)cc1	u	3%	-15%
O=C(OCC(=O)N1CCN(C(=O)c2ccco2)CC1)c1ccccc1OCc1ccccc1	-2%	0%	-4%
Cc1nn(C)cc1/C=N/n1nnnc1N	0%	0%	-2%
Cc1c(C(=O)OCC(O)=C(C#N)c2nc3ccccc3[nH]2)oc2ccc(Br)cc12	u	-1%	x
CCOc1ccccc1C(=O)N(CCC(=O)OC)c1ccccn1	-11%	-3%	u
C[C@H](NC(=O)N1CCC(Cc2ccccc2)CC1)C(=O)O	3%	0%	16%
COc1cccc(CN(C)C(=O)CN2C(=O)NC(c3ccccc3)(c3ccccc3)C2=O)c1	u	u	-2%
COc1cc(CNCCSc2nnnn2C)cc(Br)c1OCc1ccc(F)cc1	u	-19%	-10%
CC(C(=O)NNS(=O)(=O)c1cccc(C(F)(F)F)c1)n1nnc(N2CCOCC2)n1 (configuration not stated)	-3%	5%	0%
Cc1cc(C)c(NC(=O)CSc2cccc[n+]2[O-])c(C)c1	4%	-7%	0%
N=c1c(C(=O)NC2CCCCC2)cc2c(=O)n3ccccc3nc2n1Cc1ccco1	u	2%	-4%
COc1cc(CN2CC(C)OC(C)C2)cc(OC)c1 (configuration not stated)	-1%	-2%	x
O=C(Nc1ccc(S(=O)(=O)Nc2ncccn2)cc1)c1ccc(Br)o1	-15%	22%	-5%
CCOc1nc2c(c(-c3cccs3)c1C#N)Cc1ccccc1-2	-13%	2%	-4%
CCc1nn(CC(=O)NC(C)CC)c(=O)c2cc3c(OC)cccc3n12 (configuration not stated)	2%	8%	u
COc1ccc(C)cc1S(=O)(=O)N(C)CC(=O)NC1CCCCCC1	-9%	-3%	-1%
CCOc1ccccc1Nc1sc(C(=O)c2ccccc2)c(N)c1C(=O)NCCc1ccccc1	u	12%	-7%
CC(=O)c1ccc(OC(=O)C2CC(=O)N(c3cccc(C)c3)C2)cc1 (configuration not stated)	-14%	1%	-19%
COc1ccc(C(=O)NCC(c2ccco2)N(C)C)cc1S(=O)(=O)NCc1ccc(Cl)cc1 (configuration not stated)	-14%	2%	-2%
O=C(C[C@@H]1C/C=C/CC[C@H](Cc2ccc(F)cc2)C(=O)O[C@H](c2ccccc2)CNC1=O)NCCO	-1%	15%	-3%
O=C(C1CCC(Cn2c(=O)c3sccc3n(Cc3ccccc3F)c2=O)CC1)N1CCCCC1 (configuration not stated)	23µM*	0%	-4%
COc1ccc(Cl)cc1NC(=O)c1c(NCc2ccc(C)o2)sc2c1CCCC2	u	-4%	-21%
CCCOc1ccc(N2C(=O)CC(N(CCC)C(=O)CCC(=O)O)C2=O)cc1 (configuration not stated)	5%	1%	4%
CNc1ncncc1-c1ccccc1C(F)(F)F	1%	x	-24%
CC1=C(C(=O)OC2CCCCCC2)C(c2c(Cl)cccc2Cl)CC(=O)N1 (configuration not stated)	u	-2%	-14%
CCCCn1c(N)c(N(CC(C)C)C(=O)C2CCN(C(=O)c3ccc(F)cc3)CC2)c(=O)[nH]c1=O	-3%	2%	-6%
O=S(=O)(c1ccc(Cl)c(F)c1)N1CCC(c2nc(-c3ccncc3)no2)CC1	u	1%	-1%
Cc1nn(C)c(C(=O)N/N=C/c2ccncc2)c1Cl	1%	4%	-3%
COC(=O)Cc1ccc(O)c(N)c1	u	0%	-5%
CCC(=O)NC(=S)NNC(=O)COc1ccc(Br)cc1	7%	3%	5%
COc1ccc2cc3cc(C(=O)NC(C)C)oc3nc2c1	12%	-13%	5%
O=C(CN(c1ccccc1)S(=O)(=O)c1ccccc1)NCCSc1nc2ccccc2s1	u	-1%	-5%
COc1cc(OC)cc(C(=O)NC(=S)NCCc2ccccc2)c1	-30%	-17%	0%
O=c1[nH]c(=O)n(Cc2ccccc2)c2nc(-c3ccco3)cc(C(F)(F)F)c12	-3%	-10%	-2%
COC(=O)c1c(NC(=O)C(=O)N2CCOCC2)sc2c1CCC2	-9%	u	-8%
CC1C/C(=N\NC(N)=S)c2cc(Cl)ccc2S1 (configuration not stated)	-2%	11%	-6%
CCc1ccccc1NS(=O)(=O)c1ccc(OC)c2ncccc12	18µM*	1%&-7%	-9%&-3%
CCCn1c(=S)[nH]c2cc(C(=O)N3CCc4ccccc4C3)ccc2c1=O	-8%	7%	-2%
O=C(Cc1cccs1)N/N=C/c1ccccn1	-29%	-5%	5%
COc1ccc(CCNC(=O)COC(=O)c2ccccc2NCCO)cc1OC	3%	-8%	-8%
CCOC(=O)c1ccc(NC(=O)C2=C(C)C(=O)OC23CCN(C(C)=O)CC3)cc1	27%	-8%	-2%
CC(C)NS(=O)(=O)c1ccc(NC(=O)C(C)OC(=O)CCC2CCCCC2)cc1 (configuration not stated)	0%	-16%	-9%
Cc1ccc(NC(=O)CCC(=O)NNC(=O)Cc2ccccc2)cc1C	-13%	-1%	-30%
COC(=O)c1ccc(CN2C(=O)NC3(CCC(C)CC3)C2=O)o1 (configuration not stated)	1%	0%	-2%
CCCC(=O)NC(=S)Nc1cccc(Cl)c1N1CCCC1	u	-16%	-7%
Cc1ccc(OCCSc2nc3ncnc(N)c3[nH]2)cc1	8.2µM*	u	-16%
CC(=O)C1=C(O)C(=O)N(CCCCCC(=O)O)C1c1ccc(N(C)C)cc1 (configuration not stated)	u	-1%	-1%
COc1cccc(CNC(=O)c2ccc3c(c2)N(Cc2ccc(F)cc2Cl)C(=O)c2ccccc2S3)c1	u	-2%	-1%
COCc1[nH][nH]c(=O)c1C=Nc1ccc(F)cc1F	-1%	26%	-2%
Going on with the list:
SMILES	TDP1 cell CPT	FEN1 inhibitor	KAT2A inh
COc1ccc(C(=O)N[C@H](C(=O)NCC2CCCCC2)C(C)C)cc1	-22%	-3%	0%
O=C(Nc1ccccc1C(=O)NC1CCCCC1)c1ccco1	-20%	-3%	-7%
Clc1ccc(C2=C3CCCCn4c(-c5ccccc5)c[n+](c43)C2)cc1	u	1%	-22%
COC(=O)c1ccc(N(C(=O)c2ccco2)C(C(=O)NC2CCCC2)c2ccco2)cc1 (configuration not stated)	-25%	11%	-3%
CC(=O)Nc1ccc(S(=O)(=O)N2CCN(CC(O)COc3ccc4ccccc4c3)CC2)cc1 (configuration not stated)	u	2%	-5%
CC(C)Cn1c(SCC(=O)Nc2ncccn2)nc2ccccc21	1%	17%	-12%
CCc1ccc(Nc2nc(-c3cc4cccc(OC)c4oc3=O)c(CC)s2)cc1	u	-1%	-1%
Cc1ccccc1Nc1nc(N)nc(CSc2nc3ccccc3c(=O)n2CCCO)n1	u	11%	-3%
CC1(C)NC(=O)N(c2ccccc2Cl)C1(C)NO (configuration not stated)	7%	5%	-15%
CCN(CC1COc2ccccc2O1)S(=O)(=O)c1ccc(C)cc1 (configuration not stated)	u	-12%	0%
CC1(C)CC2(CC(c3ccccc3)c3ccc(O)cc3O2)NC(=S)N1 (configuration not stated)	u	0%	-8%
O=C(NC1CCCCCC1)c1cc(S(=O)(=O)N2CCOCC2)ccc1F	-11%	-6%	2%
Clc1ccc(-c2nnc(SCc3ccon3)o2)c(Cl)c1	-12%	-1%	-1%
COc1ccc(CC2S/C(=C(\C#N)C(=O)NCc3ccco3)N(c3ccc(C)cc3)C2=O)cc1 (configuration not stated)	u	4%	-1%
CCCCn1c(=O)n(CC(=O)Nc2ccc(OC)c(Cl)c2)c(=O)c2c1nc(CO)n2CCC	-23%	-12%	-14%
O=C(CSc1nc(C2CCCCC2)n(-c2ccccc2)n1)NCC(F)(F)F	-8%	-22%	-2%
CC(C)c1ccc(OCC(=O)NCc2n[nH]c(=O)c3ccccc23)cc1	u	-3%	-5%
CN(C)c1nc(C(=O)OCCO)nc(N(C)C)n1	-4%	6%	3%
Cc1cccc(NC(=O)CSc2nccn2C)c1	-2%	7%	x
C=CCn1c(SCC(=O)NCCc2ccccc2)nc2c([nH]c3ccccc32)c1=O	-18%	5%	2%
COc1ccc(/C=C/C(=O)OCC(=O)Nc2cccc(S(=O)(=O)NC3=NCCCCC3)c2)cc1	-16%	0%	-3%
COC(=O)C1CCC(=S)N1C(=O)c1ccccc1 (configuration not stated)	-11%	-5%	2%
CN(Cc1ccccc1)c1ncnc(N)c1[N+](=O)[O-]	-28%	14%	-3%
NC(=O)C(C(=O)/C=C/c1ccc(Cl)cc1)=C1SCCS1	3.3µM*	1%	-23%
O=C1Cc2c([nH]c3ccc(Br)cc23)-c2ccccc2N1	u	u	u
Cc1ccc(NC(=O)CSc2nnc(-c3cc(C)on3)o2)cc1	-1%	-6%	-1%
CCCCn1c(SCC(=O)Nc2ccc3c(c2)OCCO3)nnc1C(CC)N(C)C (configuration not stated)	-7%	23%	0%
O=C(CSc1nnc(-c2cccs2)o1)Oc1ccccc1Cl	-15%	21%	-6%
N#Cc1cc([N+](=O)[O-])ccc1Oc1ccc(-c2nnco2)cc1	-15%	-14%	-4%
Cc1ccccc1Cn1cc(CCC(=O)N2CCOCC2)c2ccccc21	u	-19%	1%

Compound profiles (already shown).
Record of CCC(=O)NC(=S)NNC(=O)COc1ccc(Br)cc1 : TDP1 cell CPT = 7%; FEN1 inhibitor = 3%; KAT2A inh = 5%
Record of COC(=O)c1c(NC(=O)C(=O)N2CCOCC2)sc2c1CCC2 : TDP1 cell CPT = -9%; FEN1 inhibitor = u; KAT2A inh = -8%

Continued:
SMILES	TDP1 cell CPT	FEN1 inhibitor	KAT2A inh
COc1ccccc1CNC(=O)CS(=O)(=O)Cc1ccccc1	-5%	-6%	u
O=P(CCCCCCCCCP(=O)(c1ccccc1)c1ccccc1)(c1ccccc1)c1ccccc1	7.3µM*	-2%	-22%
CCNC(=S)Nc1cc(OC)c(NC(=O)c2ccco2)cc1OC	1%	-4%	-11%
S=c1[nH]nc(C(c2ccccc2)C2CCCCC2)o1 (configuration not stated)	-17%	8%	3%
CCOc1ccc(S(=O)(=O)N2CCN(C(=O)c3oc4ccccc4c3C)CC2)cc1	u	-5%	x
CC1(c2cccc([N+](=O)[O-])c2)CC(C)(C)N(C(=O)c2ccccc2)c2ccccc21 (configuration not stated)	u	1%	-6%
O=[N+]([O-])c1cc(/C=N/N2CCN(c3ccccc3)CC2)ccc1Cl	u	-3%	2%
CCOc1ccc(-n2cc(C(=O)N3CCC(C)CC3)c3cc(OC)c(OC)cc3c2=O)cc1	16µM*	-9%	u

Assay outcomes deposited in PubChem BioAssay by National Center for Advancing Translational Sciences (NCATS).
